hcGAS lum: human cGAS inhibition | Q8N884 | 0.081% of 290,000 active | inhibition, % at 12.5 µM | AID 1259398 | recombinant h-cGAS, ATP depletion, Kinase-Glo luminescence;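 also: 0% = vehicle reaction and 100% = reaction without DNA for no activity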
Target sequence (Q8N884 whole entry, looked up): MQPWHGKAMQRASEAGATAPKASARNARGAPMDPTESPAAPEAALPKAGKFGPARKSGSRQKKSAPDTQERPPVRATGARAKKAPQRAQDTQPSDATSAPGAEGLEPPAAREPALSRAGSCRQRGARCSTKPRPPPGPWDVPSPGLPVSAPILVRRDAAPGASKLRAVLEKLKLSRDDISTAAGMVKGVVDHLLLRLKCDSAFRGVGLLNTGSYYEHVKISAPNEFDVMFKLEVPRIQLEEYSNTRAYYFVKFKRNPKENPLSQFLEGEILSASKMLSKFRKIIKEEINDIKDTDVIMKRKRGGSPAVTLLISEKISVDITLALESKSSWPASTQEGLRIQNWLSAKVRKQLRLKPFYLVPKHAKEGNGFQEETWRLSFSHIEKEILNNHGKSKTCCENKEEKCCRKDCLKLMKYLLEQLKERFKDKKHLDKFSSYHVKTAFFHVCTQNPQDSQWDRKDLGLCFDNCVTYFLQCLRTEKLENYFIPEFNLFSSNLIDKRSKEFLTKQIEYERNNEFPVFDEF
NPYLR7 agonist: mosquito NPYLR7 agonism; 0.15% of 270,000 active; AID 1259423; activation, % at 10 µM; HEK293T NPYLR7/Galpha15, GCaMP6s calcium fluorescence; in the data active = activation above about 40%;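 also: 0% = vehicle and 100% = reference agonist at the receptor; some compounds past the cut are filed as inactive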
mcGAS lum: mouse cGAS inhibition by luminescence | recombinant cGAS, Kinase-Glo ATP depletion luminescence | Q8C6L5 | 0.15% of 160,000 active | AID 1259399 | inhibition, % at 12.5 µM;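 also: 0% = negative control wells and 100% = reference inhibitor with no enzyme activity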
Active calls of the source: *; / = not tested or not shown. Rule as the data show it, unless noted: active = inhibition above about 40%; inactive = the rest. Rows are unselected; about 0.26% have a hit in one of these screens.

SMILES | hcGAS lum | NPYLR7 agonist | mcGAS lum
CCCC(O)CN(CCOC)Cc1ccccc1 (stereo not drawn) | -3 | -21 | 3
O=C1CCCN1CCCc1nc(-c2cccs2)no1 | -1 | -1 | /
CCOC(=O)c1c(NC(=O)c2ccccc2F)sc(C(=O)Nc2ccc3c(c2)OCO3)c1C | -5 | -6 | /
N#Cc1cccc(/C=C/C(=O)Nc2ccc3c(c2)CC(=O)N3)c1 | 10 | 4 | -3
CC/C=C/CC(=O)N1CCCC2(CCCN(CC)C2)C1 (stereo not drawn) | -7 | -7 | /
COc1ccc(-n2cnnc2SCC(=O)NC(C)C23CC4CC(CC(C4)C2)C3)cc1 (stereo not drawn) | -4 | 3 | -8
O=C(NCc1cn2cc(Br)ccc2n1)c1ccc[nH]c1=S | -2 | 2 | /
CO[C@H]1CC(O[C@@H]2/C(C)=C/C[C@@H]3C[C@@H](C[C@]4(C=C[C@H](C)[C@@H](C5CCCCC5)O4)O3)OC(=O)[C@@H]3C=C(C)[C@@H](O)[C@H]4OC/C(=C\C=C\[C@@H]2C)[C@]43O)O[C@@H](C)C1O[C@H]1C[C@H](OC)[C@@H](O)[C@H](C)O1 (stereo partly drawn) | 0 | -8 | /
CCNC(=O)O[C@H]1C(=O)N(C)C2(CCN(C(=O)OCc3ccccc3)CC2)[C@@H]1C(=O)NC | -6 | 25 | -6
O=C(Nc1ccc(N2CCCCC2)c(C(=O)NCCc2ccccc2)c1)c1ccc(Br)cc1 | -12 | -6 | -5
CN(C)C(=O)c1cc2c(s1)CCC(C(=O)NCCN(C)C1CCCCC1)C2 (stereo not drawn) | -12 | / | -5
COC(=O)c1ccc(N2C(=O)CSC2c2ccc(OC(F)F)cc2)cc1 (stereo not drawn) | -8 | -3 | /
COc1ccc2sc(C(=O)NCc3cccc(C(F)(F)F)c3F)c(Cl)c2c1 | -4 | 8 | -4
O=C(COc1ccc(F)cc1)Nc1nnc(SCc2ccccc2F)s1 | 2 | 3 | 2
Cc1c(C(=O)O)sc2ncnc(N(C)CCN3CCCCC3=O)c12 | -7 | 25 | /
COc1cccc(CN(C)CCC(=O)NCC(=O)c2ccccc2)c1 | -9 | 2 | /
NS(=O)(=O)c1cc(S(=O)(=O)c2ccc(Cl)c(S(N)(=O)=O)c2)ccc1Cl | -1 | -4 | /
CCCc1nc(N2CCCN(Cc3cc(OC)ccc3OC)CC2)c2cnn(-c3ccccc3)c2n1 | -3 | 11 | -5
CN1[C@H]2CC[C@@H]1CN(C(=O)C13CC4CC(C1)CC(n1cncn1)(C4)C3)CC2 | -2 | 0 | -14
O=C(NCCc1ccc(F)cc1)c1ccc(-c2cccc(C(F)(F)F)c2)s1 | -4 | 3 | -6
O=C(CN1CCOC1=O)N1CCCC(CCc2ccc(F)c(F)c2)C1 (stereo not drawn) | -8 | 11 | /
Cc1cccnc1CN(Cc1ccccc1)C(=O)C1CC2(CCNCC2)CN1 (stereo not drawn) | 0 | -3 | -2
COCCO[C@H]1[C@H](NC(=O)C(C)C)c2ccccc2C12CCN(C(=O)C1=CCCCC1)CC2 | 1 | -5 | -6
Cc1cccc(OCC2c3ccsc3CCN2C(=O)CNCC2CCCO2)c1 (stereo not drawn) | 3 | -7 | /
Cc1ccc(F)c(CN2C[C@@H](C(=O)O)C[C@@H](C(=O)NC3CC3)C2)c1Cl | -12 | 6 | /
Cn1ccnc1C(=O)NCC1CCN(C2CCCCC2)C1 (stereo not drawn) | -9 | / | -5
CC(c1nccs1)N(C)C(=O)c1cnnn1-c1ccccc1 (stereo not drawn) | -7 | -1 | -8
COCCNC(=O)C1(C)CCCN(CCCC(=O)c2ccc(C)cc2)C1 (stereo not drawn) | -1 | 8 | -1
CCc1ccc[n+](C2=C(c3c(C)[nH]n(-c4cccc(Cl)c4)c3=O)C(=O)N(C(C)C)C2=O)c1 | -3 | -2 | -8
Cc1nnc(SC(C(=O)c2ccccc2)c2ccccc2)s1 (stereo not drawn) | -8 | 16 | /
COc1ccccc1-c1nc2ccc(C)cn2c1NC(=O)C(C)Cl (stereo not drawn) | -8 | -1 | -9
Cc1ncc([N+](=O)[O-])n1CCN1C(=O)c2c(C(C)C)nc3ccccc3c2C1=O | -1 | -7 | 0
CC(=O)Nc1nc(CN2CCSC3(CCCCC3)C2)cs1 | 4 | -8 | /
O=C(c1ccc(Cl)cc1)N1CCC(N2CCC(C(=O)N3CCOCC3)CC2)CC1 | -11 | 20 | /
CC(C)Cc1nc(-c2noc3c2CCCC3)n(C2CCS(=O)(=O)C2)n1 (stereo not drawn) | -1 | / | -3
CC1CN(C(=O)c2ccccc2)OC(c2ccc(Cl)cc2Cl)O1 (stereo not drawn) | -1 | 8 | /
Cc1cc2nc(C(=O)N[C@H]3C[C@H]4C(=O)N(C)CC(=O)N4C3)cc(C)n2n1 | -4 | -7 | /
COc1ccc(-c2cnc(N)cn2)cc1C | 1 | 4 | -10
CCCCSc1nnc2c(n1)OC(c1c(OC)ccc3ccccc13)Nc1ccccc1-2 (stereo not drawn) | -1 | 3 | -3
Cc1nc(C)c(CC(=O)N2CCC3(CCCN(CC4CC4)C3=O)C2)c(=O)[nH]1 (stereo not drawn) | -7 | / | -6
Cc1cnccc1CNC(=O)c1ccc(OC2CCN(S(C)(=O)=O)CC2)c(Cl)c1 | -6 | 4 | /
NC(=O)c1cccc(F)c1I | 3 | -11 | /
CC(=O)c1cccc(OS(=O)(=O)c2cn(C)c(=O)n(C)c2=O)c1 | -8 | 0 | -8
COc1cccc(C(CN2CCN(C(=O)c3snnc3C)CC2)OCc2ccc(C#N)cc2)c1 (stereo not drawn) | -5 | 4 | -7
CN(Cc1nc(CCc2ccccc2)no1)Cc1nccn1C | -2 | 14 | -8
COCC1CCN(c2nc3cccnc3nc2N2CCC(COC)CC2)CC1 | -5 | 1 | -11
CCc1ccc(N2CC(C(=O)NCc3ccco3)CC2=O)cc1 (stereo not drawn) | -8 | 15 | /
COc1ccc(C(c2ccccn2)N(C)C(=O)C2CCN(C(=O)CCc3ccccc3)CC2)cc1 (stereo not drawn) | -8 | 5 | -2
CC(=O)NCc1ccc(S(=O)(=O)Oc2cccc(C(F)(F)F)c2)cc1 | -14 | 2 | /
CC(C)(C)c1ccc(OCC(=O)ON=C(N)c2ccccc2)c(Br)c1 | -2 | 17 | -5
CCOc1cc(/C=C/c2nc3ccccc3c(=O)[nH]2)cc(Br)c1OC | -4 | 1 | /
CCCCCOc1cc(NCc2ccccc2)nc(NC(C)=O)n1 | 7 | 5 | /
COCCN(CCC(=O)NC1CC1)c1nc(-c2cccs2)nc2ccccc12 | -4 | 0 | -5
Cc1nc(-c2ccc(Cl)cc2)nc(N2CCN(S(=O)(=O)c3cccc(C(F)(F)F)c3)CC2)c1Cc1ccccc1 | -5 | 4 | -5
C=C(C)COc1ccccc1C(=O)N(CC)C1CCOC(C)(C)C1 (stereo not drawn) | -8 | 1 | /
COc1cc(CNC(=O)c2ccc(-c3cc(-c4ccccc4)n[nH]3)cc2)cc(OC)c1 | -4 | -2 | -5
O=C(NNC1CC(=O)N(c2ccc(F)c(Cl)c2)C1=O)c1ccncc1 (stereo not drawn) | -7 | 7 | /
COc1ccccc1-c1cccc(C(=O)N(C)Cc2snnc2C)c1 | -7 | 19 | -18
Cc1nn(-c2ccccc2)c2c1cc(C=O)c1nnnn12 | 1 | -7 | -5
CCc1cc(CN(C)Cc2cc3c(cc2Cl)OCO3)on1 | -1 | -2 | /

Not a retest: four of the compounds above.
SMILES | hcGAS lum | NPYLR7 agonist | mcGAS lum
Cc1cnccc1CNC(=O)c1ccc(OC2CCN(S(C)(=O)=O)CC2)c(Cl)c1 | -6 | 4 | /
NC(=O)c1cccc(F)c1I | 3 | -11 | /
CC(=O)c1cccc(OS(=O)(=O)c2cn(C)c(=O)n(C)c2=O)c1 | -8 | 0 | -8
COc1cccc(C(CN2CCN(C(=O)c3snnc3C)CC2)OCc2ccc(C#N)cc2)c1 (stereo not drawn) | -5 | 4 | -7

Looked up one by one from the list above:
SMILES | hcGAS lum | NPYLR7 agonist | mcGAS lum
O=C(NNC1CC(=O)N(c2ccc(F)c(Cl)c2)C1=O)c1ccncc1 (stereo not drawn) | -7 | 7 | /
NC(=O)c1cccc(F)c1I | 3 | -11 | /
CC(C)(C)c1ccc(OCC(=O)ON=C(N)c2ccccc2)c(Br)c1 | -2 | 17 | -5
CCOc1cc(/C=C/c2nc3ccccc3c(=O)[nH]2)cc(Br)c1OC | -4 | 1 | /
CCCCCOc1cc(NCc2ccccc2)nc(NC(C)=O)n1 | 7 | 5 | /
COCC1CCN(c2nc3cccnc3nc2N2CCC(COC)CC2)CC1 | -5 | 1 | -11
COc1cc(CNC(=O)c2ccc(-c3cc(-c4ccccc4)n[nH]3)cc2)cc(OC)c1 | -4 | -2 | -5

Other compounds follow:
SMILES | hcGAS lum | NPYLR7 agonist | mcGAS lum
O=C(c1cccc(F)c1F)N(Cc1ccccc1)Cc1nc2cc(Cl)ccc2o1 | -6 | 4 | -6
O=S(=O)(c1ccccc1)N1CCN(C2Cc3ccccc3C2)CC1 | -2 | 7 | /
CCc1nc2n(n1)C(=O)C(C(c1cccc(C(F)(F)F)c1)N1CCN(CC)CC1)S2 (stereo not drawn) | 1 | -3 | -2
Cc1cc([N+](=O)[O-])nn1CC(=O)N1CCN(C)CC1 | 7 | 4 | /
CCNC(=O)c1cccc(Nc2c(Oc3ccccc3)cnn(-c3ccc(Cl)cc3)c2=O)c1 | 1 | -4 | -2
CCC(C)NC(=O)C1CC(c2ccccc2)CN(C(=O)c2ccccc2)C1 (stereo not drawn) | -3 | / | -4
O=C(NCc1ccccc1)c1ccc(-c2cn[nH]c2)c2ccoc12 | -3 | -1 | -4
CCOC(=O)c1c2c(n3c1ccc1ccccc13)C(=O)c1ccccc1C2=O | 1 | -11 | -2
Cc1ccc(C2=NOCC(=O)N2C)cc1 | -4 | 6 | /
COc1ccc(OC)c(C(=O)N2CC(=O)N(Cc3ccccc3)CC(OC)C2)c1 (stereo not drawn) | -8 | 14 | -7
Cc1cc(CN2CCC(Cc3nn(C)c(=O)n3-c3ccccc3)CC2)on1 | -7 | 10 | /
CC(C)C1CN(C(=O)c2cc(=O)[nH][nH]2)CCC(=O)N1Cc1ccc(F)cc1 (stereo not drawn) | -8 | 19 | /
O=C(Cc1coc2ccc3ccccc3c12)NCc1ccco1 | -6 | 0 | -3
Cc1cccc(CN2CCC(N3CCC(C(=O)NCCc4ccco4)CC3)CC2)n1 | -9 | 2 | /
Cc1ccc(C(=O)Nc2ccccc2)cc1S(=O)(=O)Nc1cccc(F)c1 | -3 | 4 | -5
N#CCSc1nc2cc3c(cc2c(=O)n1CCC(=O)N1CCN(c2ccccc2)CC1)OCO3 | 1 | 1 | /
Nc1nnc(SCC(=O)N2CCN(C34CC5CC(CC(C5)C3)C4)CC2)s1 | -12 | / | -6
O=C(c1cccc2nccnc12)N1CC(c2ccncc2)C1 | -2 | 3 | -19
